S3 lipid droplet – qHTS Assay for Lipid Storage Modulators in Drosophila S3 Cells. lipid storage change, negative = inhibition, % at the top dose, mostly 46.1 µM; hits show Potency in µM. Drosophila S3 cells, BODIPY lipid droplet fluorescence, 18-24 h; cells fed with added oleic acid. 320,000 compounds, 0.64% hits; active = well fitted inhibition curve with a large enough effect in the signal ratio, with a control signal flat, not every such curve was filed as active; inconclusive = small, poorly fitted or top-dose-only effect, or effect the other way, or a change in a side signal; the % refers to the signal ratio
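Drosophila S3 cells loaded with oleic acid (400 uM, as added) and compounds at several concentrations; lipid droplets imaged by 488-nm laser-scanning cytometry, 500–530 nm intensity and object ratio to cell channel. Percent activity normalized to 20 uM Triacsin C.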
S3 lipid droplet cell count max – second read-out of S3 lipid droplet, no call of its own (marks repeat the call); cell number change, %; measured here: cell count max response;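 cells counted by Cell Tracker Red CMTPX staining in the red channel; peak over a dose series mostly up to 46.1 µM; percent activity relative to internal control wells on each plate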
* = called active by the depositor; i = inactive; ? = inconclusive; . = no result given; [ ] = dose if it differs, or a comment. % is set by controls: 0 for no effect and ±100 for the full control effect; potency is the fitted concentration of half-maximal effect. Some of the compounds tested; count on the stated rates, not on these rows.

SMILES	S3 lipid droplet	S3 lipid droplet cell count max
COc1cc(CNCCSc2nnnn2C)cc(Br)c1OCc1ccccc1	7%	-4
CCC1(CC)NC(=O)N(CC(=O)Nc2ccc(S(=O)(=O)N3CCOCC3)cc2)C1=O	?	.
CCN1CCN(c2nc(S(=O)(=O)c3ccc(C)cc3)c(Cl)s2)CC1	?	.
CCCCn1c(-c2cccc3ccccc23)nc2cc3[nH]c(=O)c(C(C)C)nc3cc21	21µM*	-23*
CC(C)CN(C(=O)c1ccc(C(F)(F)F)cc1)c1c(N)n(CC(C)C)c(=O)[nH]c1=O	?	.
CC(C)NC(=O)CC1C(=O)NCCN1CC(c1ccccc1)c1ccccc1 (centres undefined)	-8%	0
CC1(C)CC(N2CCCC2)=CC(=[N+]2CCCC2)C1	?	.
CC(C)(C)C1CCc2c(sc(NC(=O)C3CC=CCC3C(=O)O)c2C#N)C1 (centres undefined)	?	.
CCOC(=O)c1ccc(N/N=C/c2cc(Br)cc([N+](=O)[O-])c2O)cc1	?	.
O=C(OCc1ccccc1)/C(=C/c1cccc([N+](=O)[O-])c1)NC(=O)c1ccco1	13%	-26
O=C(NC1CCN(C(=S)NCc2ccco2)CC1)C1CCCCC1	18%	.
CCN(C(=O)c1ccccc1Cl)c1ccccc1	23µM*	.
CC1(C)CC(=O)C2=C(C1)Nc1cc3c(cc1C2c1ccc(F)cc1)OCO3 (centres undefined)	?	.
CN(C)C1=NCCN1CCc1cccc(F)c1	3%	22
Cc1ccc(C)c(S(=O)(=O)N2CCCOC2CNC(=O)C(=O)NCc2cccnc2)c1 (centres undefined)	?	.
O=C(CN(C(=O)Cn1nnc(-c2ccc(F)cc2)n1)c1ccc(F)cc1)NC1CCCC1	i	-7
COc1ccc(-n2c(O)c(/C=N/n3cnnc3)c3ccccc3c2=O)cc1	-21%	-10
Cc1ccc(S(=O)(=O)NC(=O)NCc2ccccc2)cc1	?	.
CN(C(=O)c1ccc2ccccc2c1)c1ccccn1	?	.
CCN1CCN(Cc2ccc(NC(=O)c3ccc(C)c(NC(=O)c4nccn4C)c3)cc2C(F)(F)F)CC1	10%	12
Cc1ccc(CN2C(=O)CCC2C(=O)NC2CC2)cc1 (centres undefined)	?	.
CC1CCN(C(=O)COC(=O)CSc2ccc(C(N)=O)cc2[N+](=O)[O-])CC1	?	.
Cc1cccc(CN2CCN(Cc3ccco3)CC2)c1	8%	20
CCn1cc(C(=O)N[C@@H](CCSC)C(=O)NCCN2CCOCC2)c(=O)c2cc3c(cc21)OCO3	i	16
COc1cc(CN(C)CC2CCCN(CCc3ccc(F)cc3)C2)c(Cl)cc1O (centres undefined)	-6%	1
Other entries.
SMILES	S3 lipid droplet	S3 lipid droplet cell count max
CCOC(=O)/C=C1\SCC(=O)N1Cc1ccc(Br)cc1	?	.
CC(C)(C)NC(=O)C(c1ccco1)N(Cc1ccc2c(c1)OCO2)C(=O)c1snc(C(N)=O)c1N (centres undefined)	i	15
COc1ccc(N(C(=O)c2ccc(Br)o2)C2C=CS(=O)(=O)C2)c(OC)c1 (centres undefined)	-4%	-4
COc1cccc(C(=O)OCC(=O)Nc2nnc(-c3ccccc3)o2)c1	i	-25
COc1ccc(NC(=O)c2cc([N+](=O)[O-])nn2Cc2ccccc2)c(C)c1	?	.
O=C1NC(=Nc2ccccc2)S/C1=C\c1cccnc1	5%	2
CCCCc1ccc(NC(=O)CSc2nc(=O)n3cc(C)ccc3n2)cc1	-13%[0.0737 µM]	.
C=CCN1C(=O)CS/C1=N\S(=O)(=O)c1ccc(Cl)cc1	?	.
COCCSc1ccccc1C(=O)N1CCCC1	9%	-14
c1ccc(CNCCN2CCNCC2)nc1	?	.
CSc1ccccc1OCc1cc(C(=O)N[C@H]2CCCCNC2=O)no1	?	.
CCOc1ccc(Nc2nc3cc(S(=O)(=O)N(CC)CC)ccc3o2)cc1	i	-17
O=C(CSc1nccc(=O)[nH]1)c1cc2ccccc2o1	9%	3
COC(=O)COc1ccc(-c2nccc(-c3ccccn3)n2)cc1	10%	-13
C/C(=N/NC(=O)CNC(=O)C1COc2ccccc2O1)c1ccc2c(c1)OCCO2 (centres undefined)	?	.
Cc1ccc(C(C)C)c(OCC(=O)Nc2cccc(S(=O)(=O)NC3=NCCCCC3)c2)c1	i	-3
CN(Cc1nc(Cc2ccccc2F)no1)CC1(N2CCOCC2)CCCCC1	12%	-6
Cc1nn(Cc2ccc(Cl)cc2Cl)c(Cl)c1/C=C/C(=O)OCC(=O)NCC(F)(F)F	?	.
CCN(CC)S(=O)(=O)c1ccc(OC(C)C)c(N)c1	?	.
Cc1n[nH]c(C)c1S(=O)(=O)N1CCCC(C(=O)NCc2cccs2)C1 (centres undefined)	?	.
COc1cccc(C(=O)Nc2ccc(NC(=O)c3ccco3)nc2)c1	?	.
O=C(COC(=O)CCc1ccc(S(=O)(=O)N2CCOCC2)cc1)NC1CCCC1	1%	10
Cc1ccc2c(c1)C(c1ccccc1)N(C(=O)CC(C)C)CC(=O)N2 (centres undefined)	11%	3
Cc1c(NC(=O)Cn2cc([N+](=O)[O-])cn2)c(=O)n(-c2ccccc2)n1C	?	.
Cc1ccc(S(=O)(=O)N(C)c2c(C)ccc(S(=O)(=O)N3CCN(C)CC3)c2C)cc1	?	.
The listing continues.
SMILES	S3 lipid droplet	S3 lipid droplet cell count max
Cc1ccc(S(=O)(=O)NCC(=O)OCC(=O)Nc2cccc(S(=O)(=O)NC3=NCCCCC3)c2)cc1	5%	-7
COC(=O)c1c(NC(=O)CC2NCCNC2=O)sc2c1CCCC2 (centres undefined)	?	.
Cc1onc(-c2c(F)cccc2Cl)c1C(=O)OCC(=O)NCc1ccco1	?	.
CC(=O)c1ccc(NC(=O)CN2CCCC2)cc1	7%	5
CN(C)c1ccc(-c2nc3n(n2)C(c2cccnc2)C2=C(CC(C)(C)CC2=O)N3)cc1 (centres undefined)	-2%	4
Cc1nonc1C(=O)N/N=C/c1ccccc1	-1%	10
CCCc1cc(=O)[nH]c(SCC(=O)Nc2ccc([N+](=O)[O-])cc2C#N)n1	4%	14
Cn1cnnc1SCC(=O)NC1CCCN(Cc2ccc(Cl)cc2)C1 (centres undefined)	?	.
COc1ccc(OC)c(S(=O)(=O)NCC2CCCO2)c1 (centres undefined)	17%	11
Cc1nn2c(N)c(C#N)cnc2c1-c1ccc(Cl)cc1	?	.
CCN(CC)S(=O)(=O)c1cccc(-c2nnc(SCC(=O)c3ccc(Cl)s3)n2C)c1	11%	-8
COC(=O)C1C(O)=C(C=NCc2ccccc2)C(=O)CC1(C)C (centres undefined)	-1%	-9
CCCC(C)C(=O)Nc1cc([N+](=O)[O-])ccc1Cl (centres undefined)	?	.
CC1Cc2ccccc2N1C(=S)NC1CCCC1 (centres undefined)	?	.
CCC1CCCCN1C(=O)CSc1nc2ncccc2[nH]1 (centres undefined)	?	.
CCNc1c(NS(=O)(=O)c2ccc(C3CCCCC3)cc2)c(=O)oc2ccccc12	?	.
CCP(=O)(CC)c1cccc(N)c1	?	.
CSc1nncc(/C(C)=N\Nc2cccc(C)c2)n1	?	.
COc1ccc(-c2nc(N3CCCCCC3)sc2C(=O)c2ccccc2)cc1	2%	-11
Cc1ccc(CNC(=O)c2ccc(CS(=O)Cc3ccccc3Cl)o2)cc1 (centres undefined)	?	.
CCc1ccc(OCC(=O)Nc2ncn[nH]2)cc1	7%	19
O=C(CSc1ccccc1C(=O)O)Nc1ccc2c(c1)OCO2	i	10
Cc1ccc(S(=O)(=O)N2CCC(NC(=O)c3cccc(F)c3)CC2)cc1	?	.
O=C(NCCN1CCN(S(=O)(=O)c2ccccc2)CC1)C(=O)Nc1ccc(F)cc1	i	19
COc1ccc(N2CCN(C(=O)CCc3ccccc3OC)CC2)cc1	18%	.
Carrying on:
SMILES	S3 lipid droplet	S3 lipid droplet cell count max
O=C(c1ccccc1)N1CCC2(CC1)NCCc1[nH]cnc12	i	8
O=C(N/N=C/c1ccc(OC(=O)c2cccs2)cc1)c1ccc(F)cc1	?	.
O=C(CSc1nnc(Cc2ccccc2)o1)N1CCc2ccccc21	6%	-7
CC(=O)N1CCOc2ccc(S(=O)(=O)NCCc3ccccc3)cc21	?	.
O=C(Nc1nc2ccccc2s1)C1CC(=O)N(c2ccc(F)cc2)C1 (centres undefined)	?	.
O=C(CSc1nnc(-c2ccccn2)n1Cc1ccco1)c1ccc(Cl)cc1	?	.
C=CCSc1nc2[nH]ncc2c(=O)[nH]1	?	.
N#Cc1c(-c2ccccc2)c(-c2ccccc2)nn(CC(=O)NNC(=O)Nc2ccc(Cl)c(Cl)c2)c1=O	i	30
O=C(O)CCC(=O)N1CCN(c2ccc(C(=O)c3ccc(F)cc3)cc2)CC1	i	.
O=C(NCc1cn(-c2ccccc2)nc1-c1ccccc1)c1cc([N+](=O)[O-])cc([N+](=O)[O-])c1	-2%	-10
Cc1ccc(OCC(=O)Nc2ccc(F)cc2)c([N+](=O)[O-])n1	i	.
CC1(C)SC(=S)N(c2ccccc2)C1/[N+]([O-])=C/c1cccc([N+](=O)[O-])c1 (centres undefined)	?	.
CC(C)CC(=O)Nc1cccc(C(=O)Nc2ccccc2C(=O)O)c1	i	.
Cc1nnc(SCC(=O)O)o1	?	.
CCOC(=O)c1sc(N2N=C(C)C(N=Nc3cccc(C)c3)C2=O)nc1C (centres undefined)	9%	5
Cc1ccc(C(C)NC(=O)CSc2ccc(S(=O)(=O)N3CCOCC3)cn2)cc1C (centres undefined)	?	.
C/C(=N\Nc1ccc2nncn2n1)c1ccccn1	?	.
COCCCNC(=O)c1cn(C)c(=O)c2cc(OC)c(OC)cc12	?	.
Cc1ccsc1S(=O)(=O)N1CCC(CO)(CC2CCCCO2)CC1 (centres undefined)	-13%	-21
CCCCC1=CC2=CC(=O)C(C)(OC(=O)CC)C(=O)C2=CN1CCc1ccc(Br)cc1 (centres undefined)	5%	9
CCOC(=O)c1cc(NC(=O)CN2CCCC2)cc(C(=O)OCC)c1	2.3µM*	-1.4*
COc1ccc(S(=O)(=O)N2CCC3(CC2)CC(=O)c2ccccc2O3)cc1OC	?	.
CCOC(=O)Cc1csc(SCC(=O)NC2CCS(=O)(=O)C2)n1 (centres undefined)	?	.
CC(C)NC(=O)c1cnn2c1NC(c1cccs1)CC2C(F)(F)F (centres undefined)	1%	13
O=C(Oc1ccccc1)c1ccc2c(c1)C(=O)N(Cc1ccncc1)C2=O	?	.
New compounds follow.
SMILES	S3 lipid droplet	S3 lipid droplet cell count max
CCOc1cccc(C(=O)NC2CCCCC2)c1	i	12
CCCCN(CC)CCNC(=O)c1cc2cc3ccc(Cl)cc3nc2o1	11%	13
CN1CCN(CCC(=O)N/N=C/C=C2\N(C)c3ccccc3C2(C)C)CC1	?	.
Cc1ccsc1C(=O)N(C)CC(=O)N(CC(C)C)c1c(N)n(CC(C)C)c(=O)[nH]c1=O	?	.
COc1ccc(C(=O)C2CCCN(C(=O)CCNC(C)=O)C2)cc1OC (centres undefined)	9%	7
Cc1ccc(S(=O)(=O)N2CCOCC2)cc1C(=O)NCc1cccnc1	i	.
COc1ccc(/C=C2\CCC(C3CCCC3)C2=O)c(OC)c1OC (centres undefined)	?	.
COc1ccc(C(=O)Nc2cccc(-c3cc4ccccc4oc3=O)c2)cc1[N+](=O)[O-]	?	.
O=C(O)CN1C(c2ccccc2O)Nc2ccc(Br)cc2C1c1ccccc1 (centres undefined)	9%	.
CCOc1ccc(CSC(=N)N)cc1Cl	?	.
COc1ccccc1C(=O)N/C(=C\c1ccc(Br)cc1)C(=O)N1CCCC1	?	.
N/C(=N\c1nc2ccccc2o1)NC(=O)c1ccccc1NC(=O)c1ccccc1	?	.
CCOCCCNC(=O)C1CCCN(S(=O)(=O)CC)C1 (centres undefined)	?	.
COc1ccc(O)c(C(=O)c2cnn(-c3ccccc3)c2)c1	-43%	-7
CC1CCCCC1NC1=NCCS1 (centres undefined)	?	.

High-throughput results from PubChem.
